Screening results deposited in PubChem BioAssay by several laboratories.
AHR act: AHR activators, primary screen, cell-based, luminescence, luciferase reporter, human; Aryl hydrocarbon receptor (Homo sapiens), P35869; AHR-responsive luciferase reporter cells; activation, % at 5 µM; 320,000 compounds, 2.5% hits; in the data active means activation above about 47%;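 further: 0% = vehicle wells and 100% = reference agonist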
Target sequence (P35869 whole entry, looked up): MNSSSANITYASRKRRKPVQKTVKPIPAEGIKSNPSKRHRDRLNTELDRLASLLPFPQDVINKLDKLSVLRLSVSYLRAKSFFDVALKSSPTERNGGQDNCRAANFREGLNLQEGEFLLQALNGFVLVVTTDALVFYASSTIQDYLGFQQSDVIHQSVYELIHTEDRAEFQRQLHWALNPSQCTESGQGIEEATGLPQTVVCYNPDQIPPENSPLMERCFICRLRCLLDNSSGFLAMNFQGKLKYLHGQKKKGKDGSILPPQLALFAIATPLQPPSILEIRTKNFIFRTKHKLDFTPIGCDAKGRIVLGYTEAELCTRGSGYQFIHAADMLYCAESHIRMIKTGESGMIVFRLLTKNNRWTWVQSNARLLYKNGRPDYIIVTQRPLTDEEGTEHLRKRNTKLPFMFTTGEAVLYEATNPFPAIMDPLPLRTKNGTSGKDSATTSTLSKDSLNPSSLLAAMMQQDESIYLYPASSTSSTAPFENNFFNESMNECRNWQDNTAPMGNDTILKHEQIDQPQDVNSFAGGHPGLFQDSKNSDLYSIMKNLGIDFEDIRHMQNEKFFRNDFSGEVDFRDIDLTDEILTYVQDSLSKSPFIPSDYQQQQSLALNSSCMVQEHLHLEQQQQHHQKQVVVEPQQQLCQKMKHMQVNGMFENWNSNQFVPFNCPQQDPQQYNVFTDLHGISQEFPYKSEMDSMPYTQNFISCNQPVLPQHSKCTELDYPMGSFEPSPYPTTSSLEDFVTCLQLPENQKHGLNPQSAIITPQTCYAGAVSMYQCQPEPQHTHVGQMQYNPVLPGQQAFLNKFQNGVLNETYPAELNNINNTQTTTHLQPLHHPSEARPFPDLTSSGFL
pPAFAH inh: pPAFAH enzyme inhibitors, primary screen, biochemical, fluorescence polarization, human. Platelet-activating factor acetylhydrolase (Homo sapiens), Q13093. recombinant pPAFAH, FP-rhodamine probe fluorescence polarization. inhibition, % at 3.39 µM. 330,000 compounds, 1.5% hits. AID 463082, 2010;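 active means inhibition above the mean inhibition across the screen plus 3 SD, cut at about 25% in these data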;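 further: inhibitors block binding of the rhodamine activity-based probe so polarization drops; 0% = enzyme with DMSO and 100% = wells lacking pPAFAH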
Bcl-xL primary: inhibitors of human Bcl-xL, primary screen, biochemical, fluorescence polarization, HTS | AID 2129, 2009 | 320,000 compounds, 0.7% hits | Bcl-2-like protein 1 (Homo sapiens), Q07817 | inhibition, % at 10.9 µM | GST-Bcl-xL / FITC-Bim BH3 peptide fluorescence polarization;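 active means inhibition above the mean of all tested compounds plus 3 SD, cutoff set per campaign, cut at about 30% in these data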;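 further: 0% = DMSO wells and 100% = unlabeled Bim-BH3 peptide competitor; inhibitors lower millipolarization by displacing the labeled peptide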
MEX-5 binding: MEX-5 zinc finger RNA-binding disruptors – biochemical, C. elegans, fluorescence polarization, MLPCN library, primary screen. Zinc finger protein mex-5 (Caenorhabditis elegans), Q9XUB2. 300,000 compounds, 0.38% hits. activity score (negative = inhibition of binding), % at 10 µM. MEX-5/FITC-TCR2 RNA binding; active compounds read low. AID 1832, 2009;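 active means inhibition past about -25% in most replicates, and total fluorescence under double the plate's negative control median, limit read from the data; inconclusive means replicates evenly split on the limit, or fluorescence at least double controls; inactive means too little inhibition in most replicates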;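 further: 0% = DMSO and -100% = 5 µM competing unlabeled TCR2 RNA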
PAFAH1B2 FP inh: PAFAH1B2 enzyme inhibitors, primary screen, biochemical, fluorescence polarization, human; Platelet-activating factor acetylhydrolase IB subunit alpha2 (Homo sapiens), P68402; recombinant PAFAH1B2, FP-rhodamine activity probe; inhibition, % at 3.39 µM; 340,000 compounds, 1.2% hits;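 active means inhibition above the mean of all tested compounds plus 3 SD, cut at about 24% in these data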;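 further: 0% = enzyme with DMSO and 100% = wells lacking PAFAH1B2; many of its hits are not listed in these tables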
GLD-1 RNA inh: GLD-1/TGE RNA complex disruptors, primary screen, biochemical, fluorescence polarization; inhibition, % at 5.96 µM; Female germline-specific tumor suppressor gld-1 (Caenorhabditis elegans), Q17339; 320,000 compounds, 0.44% hits; purified GLD-1 + fluorescein TGE RNA;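 active means percent inhibition above a per-plate cutoff, the plate mean of test compounds plus 3 SD, cut at about 30% in these data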;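 further: 0% = DMSO wells with GLD-1 and probe and 100% = wells lacking GLD-1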
PME-1 primary: PME-1 inhibitors via competitive probe labeling, primary screen, biochemical, fluorescence polarization, FP-Rh probe, HTS. Protein phosphatase methylesterase 1 (Homo sapiens), Q9Y570. recombinant PME-1. inhibition, % at 5.9 µM. 320,000 compounds, 0.53% hits. AID 2130, 2009;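 active means inhibition above the campaign mean of all compounds plus 3 SD, cut at about 26% in these data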;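 further: competitive labeling of PME-1 active site by serine hydrolase directed probe; 0% = PME-1 with DMSO and 100% = wells lacking PME-1 enzyme; inhibitors block probe labeling so polarization falls and inhibition rises; many of its hits are not listed in these tables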
MCL1 BIM primary: inhibitors of MCL1 binding to BIM-BH3, primary screen, biochemical, fluorescence polarization | GST-MCL1 / FITC-Bim-BH3 fluorescence polarization | inhibition, % at 10.9 µM | Induced myeloid leukemia cell differentiation protein Mcl-1 (Homo sapiens), Q07820 | 320,000 compounds, 0.68% hits;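 active means inhibition above the mean inhibition of all tested compounds plus 3 SD, set per campaign, cut at about 40% in these data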;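 further: 0% = DMSO wells and 100% = unlabeled Bim-BH3 peptide control; higher means more loss of mP so more displacement of Bim peptide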
Fam108B counter: mouse Fam108B serine hydrolase inhibitors, primary screen, counter-screen for RBBP9 inhibitor project, biochemical, fluorescence polarization; recombinant Fam108B, FP-Rh probe fluorescence polarization; inhibition, % at 9.51 µM; 300,000 compounds, 0.33% hits; AID 1947, 2009;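 active means inhibition above the screen mean inhibition plus 3 SD, computed separately per campaign, cut at about 18% in these data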;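 further: inhibitors lower polarization as less probe binds the enzyme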
Numbers without * were called inactive; ? = inconclusive; / = not tested or not shown. Some of the compounds tested; count on the stated rates, not on these rows.

Screens in order: AHR act	pPAFAH inh	Bcl-xL primary	MEX-5 binding	PAFAH1B2 FP inh	GLD-1 RNA inh	PME-1 primary	MCL1 BIM primary	Fam108B counter
CCOc1cccc(/C=C2/NC(=O)N(CC(=O)Nc3cccc(C)c3)C2=O)c1O
  0	7	1	-1.1	2	10	-6	-6	-5
CC(C)C[C@@]12C(=O)N(c3cccc(Br)c3)C(=O)N1[C@H](c1ccc(F)cc1)[C@@H]1C(=O)N(C3CCCCC3)C(=O)[C@@H]12
  -3	1	1	0.8	2	-5	-3	-1	-8
Cc1ccccc1C(O)c1cccnc1 (stereo unspecified)
  3	-1	2	2.6	8	2	-3	-1	-6
C/[N+]([O-])=C/c1c(OCc2ccc(Cl)cc2Cl)ccc2ccccc12
  38	-2	9	0.3	10	6	1	6	-4
CC1(C)Cc2c(cnn2-c2ccc(F)cc2)C(NC(=O)c2cnccn2)C1 (stereo unspecified)
  -6	0	3	-1.4	5	1	3	6	5
CC(=O)c1cccc(OCC(=O)N(C)CC(=O)Nc2ccc(F)cc2)c1
  -1	0	2	1.8	/	-2	2	4	-2
N#Cc1c[nH]n2c(=O)c3c(nc12)CCCC3
  -1	0	6	-0.7	/	2	-3	6	2
Cc1ccc(C)c(Nc2cc(C)nc3ncnn23)c1
  2	3	4	4.3	-2	4	-8	-2	4
Cc1cc(NC(=O)CSc2nccn2-c2ccc(Cl)cc2)no1
  3	3	6	-0.4	9	8	-3	9	1
O=C(CCCN1C(=O)/C(=C/c2ccccc2Cl)SC1=S)NCCCN1CCOCC1
  -9	-17	17	-0.9	6	4	-12	8	1
Cc1ccc(S(=O)(=O)NCc2ccc3c(c2)cc(C)n3C)cc1
  -1	18	15	3.7	13	25	4	15	-1
O=C(CN1CCN(S(=O)(=O)c2ccccc2)CC1)Nc1ccccc1C(=O)NC1CC1
  2	4	3	/	12	2	5	-3	/
Cc1nnc(SCC(=O)N2CC(=O)Nc3ccccc32)n1Cc1ccccc1
  4	-1	-7	0.9	5	1	0	-9	-1
O=C(NCCNc1ccc([N+](=O)[O-])cc1C(F)(F)F)c1cccc(F)c1
  13	2	5	1.5	0	1	-3	0	-7
Cc1c(C(=O)N2CC[C@@H](N3CCC(O)CC3)[C@H](O)C2)[nH]c2ccc(Cl)cc12
  0	1	-1	-2.6	2	-20	1	-2	7
CC(C)NS(=O)(=O)c1ccc(CCC(=O)NCc2ccc3c(c2)OCO3)cc1
  0	3	-2	0.5	-4	-3	-2	6	6
O=C(NCCO)/C(=C\c1ccco1)NC(=O)c1cccs1
  -1	-2	10	-4.8	4	8	-1	8	0
Cc1cc(NC(=O)COC(=O)C2CC(=O)N(c3ccc(C)c(Cl)c3)C2)no1 (stereo unspecified)
  1	15	0	0.2	-2	-8	0	-6	0
COc1ccc(NC(=O)c2oc3ccccc3c2NC(=O)c2ccco2)cc1
  69*	-2	-1	2.1	-6	0	-47	-2	-5
Cc1c(Cc2ccccc2)sc(NC(=O)C(C)(C)C)c1C(N)=O
  1	4	4	1.5	1	1	6	5	0

Printed as active in AHR act, of those listed so far:
canonical_smiles	AHR act	pPAFAH inh	Bcl-xL primary	MEX-5 binding	PAFAH1B2 FP inh	GLD-1 RNA inh	PME-1 primary	MCL1 BIM primary
COc1ccc(NC(=O)c2oc3ccccc3c2NC(=O)c2ccco2)cc1	69*	-2	-1	2.1	-6	0	-47	-2

New compounds follow
canonical_smiles	AHR act	pPAFAH inh	Bcl-xL primary	MEX-5 binding	PAFAH1B2 FP inh	GLD-1 RNA inh	PME-1 primary	MCL1 BIM primary	Fam108B counter
CC1(c2nnc(-c3cccc(Cl)c3)o2)CC(c2ccccc2)=NO1 (stereo unspecified)	3	2	6	2.0	-5	8	6	7	4
O=c1oc2ccccc2cc1C1=Nn2c(nnc2-c2cccnc2)SC1	7	4	8	-1.8	1	7	-7	3	0
Cc1ccc(C(C)NC(=O)c2ccncc2)c(C)c1 (stereo unspecified)	6	0	1	-2.1	-2	3	-1	6	0
CC(NC(=O)CN1C(=O)NC2(CCc3ccccc32)C1=O)c1ccccc1 (stereo unspecified)	-2	0	1	/	3	-1	3	2	/
COc1ccc(S(=O)(=O)N2CCOC2CNC(=O)C(=O)NCCc2ccc(OC)c(OC)c2)cc1 (stereo unspecified)	2	3	4	0.5	6	5	-2	3	-3
O=C(CSc1n[nH]c(=O)[nH]c1=O)N/N=C/c1ccccc1	-1	1	5	0.0	6	5	-1	12	3
CCCC(=O)Nc1ccc(N2CCCCC2)cc1	-6	1	3	2.0	-1	2	-1	9	-2
Cn1c(=O)c2c(ncn2CC(=O)N/N=C/C=C\c2ccccc2[N+](=O)[O-])n(C)c1=O	15	-2	-2	0.4	/	3	-5	-6	-2
O=C(NCc1nc2ccccc2[nH]1)C1=C[C@@H](c2ccc(C(F)(F)F)cc2)C[C@@H](OCc2ccc(CO)cc2)O1	13	-7	-2	2.0	-3	3	-20	-4	-21
COc1cc(OC)cc(C(=O)N/N=C/c2ccc(OC)c(COc3ccc4ccccc4c3)c2)c1	-1	-21	0	1.2	-37	-5	-52	4	-41
O=C1NC(=O)C2(COC3(CCCC3)OC2)S1	3	3	8	0.4	5	3	-5	11	2
COc1ccc(Nc2nc(-c3cccc([N+](=O)[O-])c3)nc3ccccc23)c(OC)c1	31	5	5	-0.3	10	-1	-1	-1	2
O=C(Nc1cccn(Cc2c(Cl)cccc2Cl)c1=O)c1c(Cl)cccc1Cl	2	8	2	5.4	0	3	-1	-3	-3
CCCCCCCC(=O)Nc1cc(C(=O)NCc2ccc(C)cc2)ccc1N1CCC2(CC1)CC(c1cccc(Br)c1)=NO2	-4	-3	7	-0.6	-1	3	-5	6	-1
COc1ccc(CN(C(=O)c2ccccc2OC)C2CCS(=O)(=O)C2)cc1 (stereo unspecified)	-3	2	4	2.4	5	2	-7	6	0
COc1cc(C(=O)N2CCc3ccccc32)cc(OC)c1OC	4	-4	8	-2.2	-4	0	-1	4	2
CCn1c(SCC(=O)c2ccc(Cl)s2)nnc1-c1cccs1	2	1	-14	2.1	2	-21	-2	-24	-3
OCC[C@@H]1C[C@H](O)[C@@H](O)[C@]2(CCc3ccccc3O2)O1	13	7	2	-2.0	2	-1	-7	1	3
CC(=O)Nc1cc(C(N)=O)c(Cl)cc1Cl	0	3	1	-0.5	3	4	-7	2	8
O=C1C2ON(c3ccccc3)C(c3ccncc3)C2C(=O)N1c1ccccc1 (stereo unspecified)	0	-1	2	-2.5	6	6	-15	2	0
O=C(Nc1ccc2c(c1)OCCO2)C(=O)NC1CC1	4	-1	7	-2.1	2	0	-3	5	-3
CCOC(=O)C1(CCOc2ccccc2)CCN(Cc2cc(OC)ccc2OC)CC1	2	7	3	0.6	2	0	0	-4	-5
CCc1nc2ccccc2c(C(=O)OCC(=O)NCc2ccco2)c1C	0	-4	2	0.5	2	7	10	5	3
CC1CCCN(C(=O)CNC(=O)c2ccco2)C1 (stereo unspecified)	4	-3	2	3.6	-7	2	-3	-2	0
CC(=O)Nc1ccc(-c2ccccc2)s1	1	2	-16	-1.4	-3	7	-1	-20	1
CS(=O)(=O)c1ccc(C(=O)NCC(c2ccco2)N2CCCCC2)cc1 (stereo unspecified)	0	2	6	-1.7	0	0	-3	13	7
O=c1oc2cc([N+](=O)[O-])ccc2nc1/C=C(\O)c1cccc(Br)c1	8	4	2	-8.1	-1	-2	-7	13	3
Cc1ccc(NS(=O)(=O)c2cc3c4c(cccc4c2)C(=O)NC3=O)cc1	6	8	3	-4.4	4	3	-4	2	4
COc1cccc(-n2cc(C(=O)O)c3ccccc3c2=O)c1	-2	2	5	-0.7	2	3	1	3	2
Clc1ccc(/C=N/Nc2ncnc3ccccc23)cc1Cl	58*	1	-6	-2.9	6	5	15	-4	11
COc1ccc2c(c1)c1nc3ccccc3nc1n2CCn1c(=O)oc2ccccc21	13	4	4	?	0	3	-2	-1	2
CC1(C)CC(c2nc(-c3ccccc3)cs2)CCS1 (stereo unspecified)	-7	0	6	1.0	1	1	0	14	0
COc1ccccc1CN1CC(C(=O)NCc2cccc(Cl)c2)CCC1=O (stereo unspecified)	-1	8	4	2.7	1	5	18	3	-1
CCc1cccc(CC)c1NC(=O)COc1ccccc1C(=O)c1cc(C#N)c(=O)n(C2CCCCC2)c1	2	1	11	1.1	2	3	26*	7	2
O=C(N/N=C/c1ccc2ncccc2c1)c1cccc([N+](=O)[O-])c1	3	2	7	-1.3	-2	-6	-7	-1	-4
CCOc1ccc(/C=N/NC(=O)c2ccc(F)cc2)cc1CN1CC2CC(C1)c1cccc(=O)n1C2 (stereo unspecified)	2	3	1	/	0	-9	-2	0	/
Cc1ccc(S(=O)(=O)NNC(=S)NCC2CCCO2)cc1 (stereo unspecified)	2	1	-2	0.7	7	3	-3	5	3
COc1cccc(CNc2ccc3[nH]c(=O)[nH]c3c2)c1OCc1ccccc1F	8	18	10	2.5	0	3	5	16	4

Pulled by compound from the entries so far:
canonical_smiles	AHR act	pPAFAH inh	Bcl-xL primary	MEX-5 binding	PAFAH1B2 FP inh	GLD-1 RNA inh	PME-1 primary	MCL1 BIM primary	Fam108B counter
O=c1oc2cc([N+](=O)[O-])ccc2nc1/C=C(\O)c1cccc(Br)c1	8	4	2	-8.1	-1	-2	-7	13	3
CCOc1ccc(/C=N/NC(=O)c2ccc(F)cc2)cc1CN1CC2CC(C1)c1cccc(=O)n1C2 (stereo unspecified)	2	3	1	/	0	-9	-2	0	/
Cc1ccc(NS(=O)(=O)c2cc3c4c(cccc4c2)C(=O)NC3=O)cc1	6	8	3	-4.4	4	3	-4	2	4
